NFkB binder: binders of human NF-kappa-B p105. P19838. AID 624139. Small molecule microarray, anti-His fluorescence binding. 1.3% of 17,000 active. calls only;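 active means spot fluorescence over background significantly raised, with a chance value under 7% in all four replicate spots of the compound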;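 further: probe protein is his-tagged human p50 processed subunit at 1 µg/ml; raw spot fluorescence signals with no normalization applied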
Target sequence (P19838 1-433 limits assumed): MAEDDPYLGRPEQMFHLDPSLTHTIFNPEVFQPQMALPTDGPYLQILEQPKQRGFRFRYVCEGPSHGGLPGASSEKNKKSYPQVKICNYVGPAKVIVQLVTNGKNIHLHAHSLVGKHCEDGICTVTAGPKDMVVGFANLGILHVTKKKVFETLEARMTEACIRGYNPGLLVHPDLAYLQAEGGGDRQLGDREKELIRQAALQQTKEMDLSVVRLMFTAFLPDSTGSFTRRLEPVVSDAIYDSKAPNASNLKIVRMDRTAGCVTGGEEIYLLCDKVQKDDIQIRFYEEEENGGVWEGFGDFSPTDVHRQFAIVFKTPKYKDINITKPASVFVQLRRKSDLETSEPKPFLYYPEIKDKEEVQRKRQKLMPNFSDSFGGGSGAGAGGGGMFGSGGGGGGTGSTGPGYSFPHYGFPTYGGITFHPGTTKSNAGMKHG
Calls only; i = inactive. This is a subset (hit frequency here may not be typical).

smiles | NFkB binder
Cc1noc(C)c1S(=O)(=O)N(C)C[C@@H]1OCCCC[C@H](C)Oc2ccc(NC(=O)NC(C)C)cc2C(=O)N([C@@H](C)CO)C[C@H]1C | i
CC/C(=C(\c1ccc(O)cc1)c1ccc(OCCN(C)C)cc1)c1ccccc1 | i
CC(C)NC(=O)Nc1ccc2c(c1)C(=O)N([C@H](C)CO)C[C@H](C)[C@H](CN(C)C(=O)Nc1ccc3c(c1)OCO3)OCCCC[C@H](C)O2 | i
Cc1noc(C)c1NC(=O)Nc1cccc2c1O[C@@H](CN(C)C(=O)NC1CCCCC1)[C@H](C)CN([C@H](C)CO)C2=O | i
O=C1O[C@@H](c2ccccc2)[C@@H](c2ccccc2)N2[C@@H](c3ccccc3OCCO)[C@]3(C(=O)Nc4ccccc43)[C@@H](C(=O)NC[C@H](O)c3ccccc3)[C@H]12 | i
C[C@@H]1CN([C@@H](C)CO)C(=O)CCCn2nncc2CO[C@@H]1CN(C)Cc1ccc2c(c1)OCCN2C | i
C[C@@H]1CN([C@@H](C)CO)C(=O)c2cc(NC(=O)Nc3ccc(C(F)(F)F)cc3)ccc2O[C@@H]1CN(C)Cc1ccc(C(F)(F)F)cc1 | i
CNC[C@@H]1OCCCC[C@@H](C)Oc2ccc(NS(=O)(=O)c3cccs3)cc2C(=O)N([C@H](C)CO)C[C@H]1C | i
O=C(O)Cc1ccc(NC(=O)CN2C(=O)c3ccccc3C2=O)cc1 | i
CC1=CCC[C@@H]2[C@@](C)(CCc3ccoc3)[C@H](C(=O)O)CC[C@@]12C | i
C[C@H](CO)N1C[C@H](C)[C@@H](CN(C)Cc2ccncc2)Oc2ccc(NC(=O)NC3CCCCC3)cc2C1=O | i
COc1ccc(S(=O)(=O)Nc2ccc3c(c2)CC(=O)N([C@@H](C)CO)C[C@@H](C)[C@@H](CN(C)S(=O)(=O)c2ccc(OC)cc2)O3)cc1 | i
CNC[C@H]1Oc2ccc(NS(C)(=O)=O)cc2C(=O)N([C@H](C)CO)C[C@@H]1C | i
C[C@@H]1CN([C@H](C)CO)C(=O)c2cccc(NS(=O)(=O)c3cccs3)c2O[C@H]1CN(C)Cc1ccc(Oc2ccccc2)cc1 | i
C[C@H](CO)N1C[C@H](C)[C@@H](CN(C)C)Oc2ccc(NC(=O)NC3CCCCC3)cc2C1=O | i
C[C@H](CO)N1C[C@H](C)[C@@H](CN(C)Cc2ccc3c(c2)OCO3)OCc2cn(nn2)CCCC1=O | i
C[C@@H]1CN([C@H](C)CO)C(=O)c2cccc(NC(=O)Nc3cccc4ccccc34)c2O[C@@H]1CN(C)C(=O)NC1CCCCC1 | i
COc1cc(C(=O)Oc2ccccc2NC2=NS(=O)(=O)c3ccccc32)cc(OC)c1OC | i
COC(=O)Nc1nc2ccc(Sc3ccccc3)cc2[nH]1 | i
C[C@H]1CN([C@@H](C)CO)C(=O)c2cc(NS(=O)(=O)c3cccs3)ccc2O[C@@H]1CN(C)C | i
COC(=O)CN(c1cc(Cl)ccc1OC)S(C)(=O)=O | i
CCOC(=O)c1sc2ncn(CC(=O)Nc3ccc(F)c(Cl)c3)c(=O)c2c1C | i
C[C@@H]1CN([C@@H](C)CO)C(=O)c2cc(NS(=O)(=O)c3ccccc3)ccc2O[C@@H](C)CCCCO[C@@H]1CN(C)C(=O)c1ccccc1 | i
CCO[C@@H]1OC(C(=O)N2CCN(Cc3ccc4c(c3)OCO4)CC2)=C[C@H](C2CCCCC2)[C@H]1CCCO | i
C[C@@H]1CN([C@H](C)CO)C(=O)c2cc(NS(C)(=O)=O)ccc2O[C@@H](C)CCCCO[C@@H]1CN(C)C(=O)CCC(F)(F)F | i
C[C@@H]1CN([C@@H](C)CO)C(=O)c2cccc(NC(=O)C3CCOCC3)c2O[C@@H]1CN(C)C | i
C[C@@H]1CN([C@@H](C)CO)C(=O)c2cc(NC(=O)Nc3ccc4c(c3)OCO4)ccc2O[C@@H](C)CCCCO[C@H]1CN(C)C | i
C[C@H](CO)N1C[C@H](C)[C@@H](CN(C)Cc2ccncc2)Oc2ccc(NC(=O)Cc3cn(C)c4ccccc34)cc2CC1=O | i
C[C@H]1CN([C@@H](C)CO)C(=O)c2cc(NC(=O)CCN3CCOCC3)ccc2O[C@H]1CN(C)C(=O)Nc1ccccc1 | i
C[C@@H]1CCCCO[C@@H](CN(C)C(=O)C2CCCCC2)[C@@H](C)CN([C@H](C)CO)C(=O)c2cc(N(C)C)ccc2O1 | i
C[C@H]1[C@H]2OC3=C(C(=O)OC3(C)O)C(=O)[C@]1(C)[C@H]1CCCC[C@]1(O)[C@H]2O (some centres not stated) | i
C[C@H](CO)N1C[C@H](C)[C@H](CN(C)C(=O)NC2CCCCC2)Oc2ccc(NS(=O)(=O)c3ccccc3)cc2C1=O | i

Reprinted from the part before: 5 entries, followed by the next part.
smiles | NFkB binder
C[C@H](CO)N1C[C@H](C)[C@@H](CN(C)Cc2ccncc2)Oc2ccc(NC(=O)Cc3cn(C)c4ccccc34)cc2CC1=O | i
C[C@H]1CN([C@@H](C)CO)C(=O)c2cc(NC(=O)CCN3CCOCC3)ccc2O[C@H]1CN(C)C(=O)Nc1ccccc1 | i
C[C@@H]1CCCCO[C@@H](CN(C)C(=O)C2CCCCC2)[C@@H](C)CN([C@H](C)CO)C(=O)c2cc(N(C)C)ccc2O1 | i
C[C@H]1[C@H]2OC3=C(C(=O)OC3(C)O)C(=O)[C@]1(C)[C@H]1CCCC[C@]1(O)[C@H]2O (some centres not stated) | i
C[C@H](CO)N1C[C@H](C)[C@H](CN(C)C(=O)NC2CCCCC2)Oc2ccc(NS(=O)(=O)c3ccccc3)cc2C1=O | i
C[C@@H]1CCCCO[C@@H](CN(C)S(=O)(=O)c2cn(C)cn2)[C@@H](C)CN([C@H](C)CO)C(=O)c2cc(NC(=O)c3ccccc3)ccc2O1 | i
C[C@H]1CN([C@@H](C)CO)C(=O)Cc2cc(NS(=O)(=O)c3cn(C)cn3)ccc2O[C@H]1CN(C)S(=O)(=O)c1ccc(Cl)cc1 | i
CC(C)NC(=O)Nc1cccc2c1O[C@@H](CN(C)Cc1ccccc1)[C@@H](C)CN([C@H](C)CO)C2=O | i
CNC[C@H]1OCCCC[C@@H](C)Oc2ccc(NC(=O)Nc3ccccc3)cc2C(=O)N([C@H](C)CO)C[C@@H]1C | i
C[C@@H]1CN([C@@H](C)CO)C(=O)c2cccc(NS(=O)(=O)c3ccc(Cl)cc3)c2O[C@H]1CN(C)C(=O)Nc1ccc(C(F)(F)F)cc1 | i
Cc1noc(C)c1S(=O)(=O)N(C)C[C@H]1Oc2ccc(NS(=O)(=O)c3cccs3)cc2CC(=O)N([C@@H](C)CO)C[C@H]1C | i
CO/N=[N+](\[O-])N(C)CC(C)O (configuration not stated) | i
C[C@@H]1CCCCO[C@H](CN(C)C)[C@H](C)CN([C@H](C)CO)C(=O)c2cc(NS(=O)(=O)c3ccc(Cl)cc3)ccc2O1 | i
OC(CCCN1CCCCC1)(c1ccccc1)c1ccccc1 | i
CNC[C@H]1Oc2ccc(NS(=O)(=O)c3cn(C)cn3)cc2CC(=O)N([C@H](C)CO)C[C@@H]1C | i
O=C(CN1C(=O)c2cccc3cccc1c23)Nc1cccnc1 | i
CC(C)NC(=O)Nc1ccc2c(c1)CC(=O)N([C@@H](C)CO)C[C@@H](C)[C@@H](CN(C)Cc1ccc(C(=O)O)cc1)O2 | i
C[C@@H]1CN([C@H](C)CO)C(=O)Cc2cc(N(C)C)ccc2O[C@H]1CN(C)S(=O)(=O)c1cn(C)cn1 | i
C[C@H](CO)N1C[C@H](C)[C@@H](CN(C)C(=O)Nc2ccccc2F)OCc2cnnn2CCCC1=O | i
C[C@@H]1CCCCO[C@H](CN(C)S(=O)(=O)c2ccccc2)[C@@H](C)CN([C@@H](C)CO)C(=O)c2cc(NS(C)(=O)=O)ccc2O1 | i
CCOc1ccc(OCC(=O)Nc2cc(C)c(Cl)cc2OC)cc1 | i
O=C(/C=C/c1ccccc1)CC(O)CCc1ccccc1 (configuration not stated) | i
COc1ccc(S(=O)(=O)Nc2cccc3c2O[C@H](CN(C)S(=O)(=O)c2cccs2)[C@@H](C)CN([C@@H](C)CO)C3=O)cc1 | i
C#Cc1ccc([C@@H]2C=C(C(=O)N3CCOCC3)O[C@H](OCC)[C@H]2CCCO)cc1 | i
Cc1noc(C)c1NC(=O)N(C)C[C@H]1Oc2ccc(NC(=O)Cn3cnnn3)cc2C(=O)N([C@H](C)CO)C[C@H]1C | i
C[C@@H]1CCCCO[C@@H](CN(C)S(=O)(=O)c2ccccc2)[C@@H](C)CN([C@@H](C)CO)C(=O)c2cc(NC(=O)C3CCCCC3)ccc2O1 | i
CCCCCC[C@H](O)[C@@H]1C[C@@H](O)C2=C(O1)[C@@H](O)CCC2=O | i
C[C@@H]1CN([C@H](C)CO)C(=O)c2cc(NC(=O)c3ccncc3)ccc2O[C@H]1CN(C)S(=O)(=O)c1cccs1 | i
CNC[C@H]1Oc2c(NC(=O)NC3CCCCC3)cccc2C(=O)N([C@@H](C)CO)C[C@@H]1C | i
C[C@@H]1O[C@@H](O[C@H]2[C@H](O[C@H]3CC[C@@]4(C)C(CC[C@]5(C)C4CC=C4C6CC(C)(C)CC[C@]6(C(=O)O[C@@H]6O[C@H](CO[C@@H]7O[C@H](CO)[C@@H](O[C@@H]8O[C@@H](C)[C@H](O)[C@@H](O)[C@H]8O)[C@H](O)[C@H]7O)[C@@H](O)[C@H](O)[C@H]6O)CC[C@]45C)[C@]3(C)CO)OC[C@H](O)[C@@H]2O)[C@H](O)[C@H](O)[C@H]1O (some centres not stated) | i
CCO[C@H]1OC(C(=O)NCc2ccccc2)=C[C@@H](c2ccc3c(c2)OCO3)[C@@H]1CCCO | i
C[C@@H]1CN([C@H](C)CO)C(=O)c2cc(NS(C)(=O)=O)ccc2O[C@@H](C)CCCCO[C@@H]1CN(C)C(=O)c1ccccc1 | i
C[C@H]1CN([C@@H](C)CO)C(=O)c2cc(NC(=O)Cn3cnnn3)ccc2O[C@H]1CN(C)Cc1ccncc1 | i
C[C@H](CO)N1C[C@H](C)[C@H](CN(C)S(=O)(=O)c2cccs2)Oc2ccc(NC(=O)Nc3ccc(F)cc3)cc2CC1=O | i
COc1ccc(CN(C)C[C@H]2Oc3c(NC(=O)NC4CCCCC4)cccc3C(=O)N([C@H](C)CO)C[C@@H]2C)cc1 | i
C[C@@H]1CN([C@H](C)CO)C(=O)c2cccc(NC(=O)C3CCOCC3)c2O[C@H]1CN(C)S(=O)(=O)c1ccc(Cl)cc1 | i
C[C@H]1CN([C@@H](C)CO)C(=O)Cc2cc(NS(=O)(=O)c3cccs3)ccc2O[C@@H]1CN(C)C(=O)Nc1ccc2c(c1)OCO2 | i
CCCCN1CCCC1CNC(=O)c1cc(C#N)c2ccccc2c1OC (configuration not stated) | i
COc1ccc(NC(=O)Nc2cccc3c2O[C@H](CN(C)S(=O)(=O)c2ccc(OC)cc2)[C@@H](C)CN([C@@H](C)CO)C3=O)cc1 | i
C[C@H](CO)N1C[C@H](C)[C@H](CN(C)S(=O)(=O)c2cn(C)cn2)Oc2c(NC(=O)c3ccncc3)cccc2C1=O | i
C[C@@H]1CN([C@@H](C)CO)C(=O)Cc2cc(NS(C)(=O)=O)ccc2O[C@@H]1CN(C)Cc1ccc(C(F)(F)F)cc1 | i
Cc1ccc(NC(=O)c2sc3ncn(CC(=O)Nc4cc(C(F)(F)F)ccc4Cl)c(=O)c3c2C)c(C)c1 | i
CCOc1ccc(N(Cc2cc3ccc(C)cc3[nH]c2=O)S(C)(=O)=O)cc1 | i
CCOC(=O)c1c(NC(=O)Cc2cccc(OC)c2)sc2c1CCCC2 | i
CC(=O)Oc1ccc(NC(=O)COc2ccccc2)c(C(=O)O)c1 | i
Cc1noc(C)c1S(=O)(=O)N(C)C[C@H]1Oc2ccc(NC(=O)Cc3cn(C)c4ccccc34)cc2CC(=O)N([C@@H](C)CO)C[C@H]1C | i
COC(=O)[C@]1(Cc2ccccc2N=[N+]=[N-])N=C(c2ccc(OCCCO)cc2)O[C@@H]1c1ccccc1CN=[N+]=[N-] | i
COc1ccc(NC(=O)N(C)C[C@H]2Oc3ccc(NC(=O)C4CCCCC4)cc3CC(=O)N([C@@H](C)CO)C[C@H]2C)cc1 | i
C[C@H](CO)N1C[C@H](C)[C@H](CN(C)C(=O)Nc2cccc3ccccc23)Oc2ncc(C#Cc3ccccc3)cc2C1=O | i
COc1ccc(S(=O)(=O)N(C)C[C@H]2Oc3ccc(NS(=O)(=O)c4ccc(Cl)cc4)cc3C(=O)N([C@H](C)CO)C[C@H]2C)cc1 | i
CCCCCCCC/C=C/CCCCCCCC(=O)NCCO | i
C[C@H]1CN([C@@H](C)CO)C(=O)Cc2cc(NS(=O)(=O)c3cn(C)cn3)ccc2O[C@@H]1CN(C)CC1CC1 | i
COc1ccc(S(=O)(=O)NC2CCN(Cc3ccc(OCCO)cc3)CC2)cc1 | i
C[C@H]1CN([C@@H](C)CO)C(=O)c2cccc(NS(=O)(=O)c3ccc(Cl)cc3)c2O[C@@H]1CN(C)S(=O)(=O)c1cn(C)cn1 | i
COc1ccc(COCC23N=C4SCCCN4[C@H](c4ccccc4O2)[C@H]3CO)cc1 | i
CC(C)NC(=O)N(C)C[C@@H]1OCCCC[C@H](C)Oc2ccc(NS(C)(=O)=O)cc2C(=O)N([C@@H](C)CO)C[C@@H]1C | i
CNc1ncnc2c1ncn2[C@@H]1O[C@H](CO)[C@@H](O)[C@H]1O | i
Cc1noc(C)c1S(=O)(=O)Nc1ccc2c(c1)C(=O)N([C@H](C)CO)C[C@@H](C)[C@@H](CN(C)C(=O)NC(C)C)O2 | i

Looked up by compound from the entries so far:
smiles | NFkB binder
C[C@H]1CN([C@@H](C)CO)C(=O)c2cccc(NS(=O)(=O)c3ccc(Cl)cc3)c2O[C@@H]1CN(C)S(=O)(=O)c1cn(C)cn1 | i
Cc1noc(C)c1S(=O)(=O)Nc1ccc2c(c1)C(=O)N([C@H](C)CO)C[C@@H](C)[C@@H](CN(C)C(=O)NC(C)C)O2 | i

Screening results as filed in PubChem BioAssay.
